# Assay outcomes (PubChem)
# ASM inhibitor – inhibitors of human secretory acid sphingomyelinase. 340,000 compounds, 0.006% hits. AID 504937. P17405. Potency, µM (top dose mostly 57.5 µM), for inactives: top-dose activity change, negative = inhibition, usual class: inhibitors. placental ASM, HMU-PC fluorogenic substrate, 60 min; also: potency is read from the fitted curve at half-maximal effect
# Target sequence (P17405 47-631 limits assumed): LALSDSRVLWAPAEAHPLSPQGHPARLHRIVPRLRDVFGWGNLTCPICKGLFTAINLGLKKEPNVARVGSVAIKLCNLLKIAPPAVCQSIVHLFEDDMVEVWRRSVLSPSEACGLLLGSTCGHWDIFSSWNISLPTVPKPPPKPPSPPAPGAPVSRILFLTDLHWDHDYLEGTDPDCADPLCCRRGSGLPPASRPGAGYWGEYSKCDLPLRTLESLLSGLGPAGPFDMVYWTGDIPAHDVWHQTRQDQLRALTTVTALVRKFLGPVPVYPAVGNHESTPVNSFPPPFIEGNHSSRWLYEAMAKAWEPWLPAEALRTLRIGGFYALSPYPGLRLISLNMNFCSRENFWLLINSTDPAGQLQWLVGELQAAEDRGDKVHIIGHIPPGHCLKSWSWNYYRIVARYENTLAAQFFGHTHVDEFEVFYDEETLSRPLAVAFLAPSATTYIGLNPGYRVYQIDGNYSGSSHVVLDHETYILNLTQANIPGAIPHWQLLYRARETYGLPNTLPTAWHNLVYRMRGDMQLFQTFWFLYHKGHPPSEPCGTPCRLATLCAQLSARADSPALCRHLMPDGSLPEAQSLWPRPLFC
#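 HMU-PC0 cleavage (9 uM final) by human placental ASM, 60 min at 37 °C following 10 min compound exposure at RT; stopped at pH 10, fluorescence Ex 386/Em 447 nm.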
# MBNL1 CUG block – inhibitors of human MBNL1 binding to CUG repeat RNA; Q9NR56; TR-FRET MBNL1-His/biotin-(CUG)12 binding, 665/545 ratio; Potency, µM (titrated, usually from 57.5 µM), without a hit: at the top dose activity change, negative = inhibition, most hits filed as inhibitors; 280,000 compounds, 0.036% hits; AID 2675; active = well fitted inhibition curve with a large enough effect in the signal ratio, with a control signal flat, not every such curve was filed as active; inconclusive = small, poorly fitted or top-dose-only effect, or effect the other way, or a change in a side signal; inactive = no such curve, though single readings can be large or run the other way; the % refers to the signal ratio; also: potency is read from the fitted curve at half-maximal effect; % is scaled to controls: 0 for no effect and ±100 for the full control effect
# Target sequence (Q9NR56 whole entry, looked up): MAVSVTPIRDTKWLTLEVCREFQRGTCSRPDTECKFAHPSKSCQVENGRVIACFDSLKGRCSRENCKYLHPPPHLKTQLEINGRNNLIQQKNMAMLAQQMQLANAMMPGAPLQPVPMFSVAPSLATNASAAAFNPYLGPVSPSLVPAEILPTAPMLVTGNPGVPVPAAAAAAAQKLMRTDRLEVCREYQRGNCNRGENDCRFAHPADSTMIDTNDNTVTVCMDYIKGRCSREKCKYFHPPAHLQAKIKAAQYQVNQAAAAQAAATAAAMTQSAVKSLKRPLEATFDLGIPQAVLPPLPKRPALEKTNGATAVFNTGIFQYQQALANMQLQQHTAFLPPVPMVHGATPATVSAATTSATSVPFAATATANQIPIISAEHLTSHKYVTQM
#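 Inhibition of protein-RNA binding appears as loss of TR-FRET between terbium anti-His antibody on MBNL1-His and streptavidin-XL665 on biotin-(CUG)12. Activity is normalized to buffer-only and uninhibited-complex controls.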
# hERG WT inh – inhibitors of human wildtype KCNH2 potassium channel | Q12809 | U2OS, BacMam KCNH2, thallium flux FluxOr; hits give low values | activity change, % at 1.84 µM | 340,000 compounds, 0.37% hits | AID 720551;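 active = maximum activity change below -70%; inconclusive = maximum activity change between -70% and -50%; inactive = maximum activity change above -50%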; also: % is scaled to controls: 0 for no effect and ±100 for the full control effect
#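 U2OS cells transduced with wild-type KCNH2 virus are loaded with FluxOr dye for 45 min, and thallium flux is measured in kinetic reads before and after stimulation buffer. Rate constants are normalized to DMSO controls.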
# Eya2 phos inh – blocks the phosphatase activity of human Eya2 | O00167 | 330,000 compounds, 0.006% hits | Potency, µM (doses to about 76.9 µM), for the others: top-dose activity, negative = inhibition, actives largely listed as inhibitors | recombinant Eya2, OMFP fluorescence dephosphorylation (OMFP is methylfluorescein phosphate) | AID 488837; also: potency is read from the fitted curve at half-maximal effect; % is scaled to controls: 0 for no effect and ±100 for the full control effect
#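 Eya2 (0.2 uM) preincubated 10 min at ambient with compound, then OMFP substrate added at 50 uM; 10 min reaction in 50 mM HEPES pH 7.5, 50 mM NaCl, 5 uM MgCl2, 0.05% BSA, 1 mM DTT. Fluorescence read at Ex 485/Em 525 nm.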
# Menin MLL FP TR – displaces Texas Red mutant MLL peptide from human menin. Menin + Texas Red MLL mutant peptide, fluorescence polarization. Potency, µM (highest dose often 61.6 µM), without a hit: at the top dose FP activity change, negative = inhibition, hits mostly inhibitors. 270,000 compounds, 0.23% hits; active = well fitted inhibition curve with a large enough effect in the polarisation, with a control signal flat, not every such curve was filed as active; inconclusive = small, poorly fitted or top-dose-only effect, or effect the other way, or a change in a side signal; inactive = no such curve, though single readings can be large or run the other way; the % refers to the polarisation; also: potency is read from the fitted curve at half-maximal effect; % of control where 0% means no effect; many of its hits are not listed in these tables
# PKM2 act – increases activity of human pyruvate kinase M2. P14618. purified PKM2, Kinase-Glo ATP luminescence, activation; response scale: 0% is enzyme alone, no compound. Potency, µM (top dose mostly 57.5 µM), inactives show top-dose activation, actives largely listed as activators. 260,000 compounds, 0.34% hits; also: potency is read from the fitted curve at half-maximal effect; % is scaled to controls: 0 for no effect and ±100 for the full control effect; nearly all actives have a fitted effect of over 55% in size
#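 hPK-M2, >95% pure; 0.1 mM ADP / 0.5 mM PEP final; imidazole pH7.2 buffer w/ 7 mM MgCl2, 50 mM KCl; 1 h RT; Kinase-Glo lum. Intermediate enzyme activity for dual inhibitor/activator qHTS.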
# USP2a block – blocks human ubiquitin-specific protease USP2a | O75604 | USP2 core, Ub-CHOP2 coupled fluorogenic reporter, 485/531 | Potency, µM (highest dose often 38.3 µM), for inactives: at the top dose activity change, negative = inhibition, actives largely listed as inhibitors | 330,000 compounds, 0.01% hits | AID 463254;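 also: potency is read from the fitted curve at half-maximal effect; plate controls were DMSO wells for no effect and full inhibition by NEM control for full effect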
#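 Deubiquitinase activity read as fluorescence (485/531 nm) after Ub-CHOP2 cleavage activates the enterokinase reporter on its substrate; USP2 core 10nM, Ub-CHOP2 and substrate 25nM each, 30min compound preincubation then 60min RT; data normalized to NEM, curves fitted.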
# TSHR antag – human thyrotropin receptor antagonism; TSHR-expressing cells, TSH-stimulated cAMP HTRF, 2 h; hits give low values; activity change, negative = inhibition, % at 11.5 µM; P16473; 330,000 compounds, 0.2% hits;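 active = activity change below a set negative limit, meaning inhibition stronger than a set level, cut at about -70% in these data; inconclusive = activity change between two set negative limits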; also: % is scaled to controls: 0 for no effect and ±100 for the full control effect
#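 Competitive HTRF cAMP read-out (cryptate anti-cAMP antibody, cAMP-d2; 30 min, room temperature) in freshly harvested TSHR cells. Compounds added before TSH at EC80 (4nM final), followed by 2 hours' incubation at 37 deg C.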
# GALK inhibitor – galactokinase (human) inhibition; Purified GALK, Kinase-Glo residual ATP luminescence; Potency, µM (top dose mostly 57.5 µM), without a hit: top-dose activity change, negative = inhibition, actives largely listed as inhibitors; 270,000 compounds, 0.007% hits; AID 1868; also: potency is read from the fitted curve at half-maximal effect; % is scaled to controls: 0 for no effect and ±100 for the full control effect
#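 Human GALK (5 nM) with 35 uM ATP and 100 uM galactose in 20 mM HEPES pH 8.0, 5 mM MgCl2, 60 mM NaCl, 1 mM DTT, 0.01% BSA. After 1 h at room temperature, leftover ATP was read by Kinase-Glo Plus luminescence.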
# Mito fusion act – blocks mitochondrial division or promotes mitochondrial fusion; 320,000 compounds, 0.23% hits; Potency, µM (titrated, usually from 46.1 µM), for the others: at the highest dose growth rescue (activation), actives largely listed as activators; S. cerevisiae fusion-defective mutant growth rescue, CellTiterGlo 48 h;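 also: potency is read from the fitted curve at half-maximal effect; % of control where 0% means no effect; nearly all actives have a fitted effect of over 45% in size; temperature-sensitive fusion mutants such as fzo1-1 at 37 °C on non-fermentable ethanol glycerol medium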
#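 Growth-rescue viability read-out: after 48 h at the non-permissive 37C in glycerol/ethanol YPEG, yeast mitochondrial fusion mutants are measured by CellTiterGlo luminescence; compounds (23 nl pinned per well) restoring growth score as division inhibitors or fusion activators.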
# Chronic BCR inh – inhibitors of chronic active B-cell receptor signaling; Potency, µM (doses to about 46.1 µM), for the others: at the highest dose ratio change, negative = lower green/red ratio, actives largely listed as inhibitors; AID 493014; ABC-DLBCL IkBa-CBG/CBR reporter, luminescence ratio, 4 h; 340,000 compounds, 0.05% hits; active = well fitted inhibition curve with a large enough effect in the signal ratio, with a control signal flat, not every such curve was filed as active; inconclusive = small, poorly fitted or top-dose-only effect, or effect the other way, or a change in a side signal; the % refers to the signal ratio;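 also: potency is read from the fitted curve at half-maximal effect; plate controls were basal doxycycline-induced cells for no effect and cells given 10 µM MG132 for full effect; MG132 reads +100%, hits lower the ratio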
#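 Doxycycline induced both beetle luciferases in TMD8 lymphoma cells; IKK-driven degradation limits the IkappaBalpha-fused green signal, while red luminescence normalises for cell number and nonspecific effects. Compounds tested up to 46 uM, 4 hrs.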
# * marks the source's active call; other numbers are inactive results; ? = inconclusive; . = not tested or not shown; & = joins results of further samples; [ ] = remark or other dose. Unless noted, calls follow the shape of the dose curve; as a rule, active = well fitted curve in the direction sought with a large enough effect; inconclusive = small, poorly fitted or top-dose-only effect, or another doubt; inactive = no such curve, though single readings can be large; an effect the other way counts as inactive or inconclusive. The list is partial; rates above refer to the full screens.
SMILES,ASM inhibitor,MBNL1 CUG block,hERG WT inh,Eya2 phos inh,Menin MLL FP TR,PKM2 act,USP2a block,TSHR antag,GALK inhibitor,Mito fusion act,Chronic BCR inh
CC1CN(S(=O)(=O)c2ccc(C(=O)Nc3nnc(-c4ccc5c(c4)CCCC5)o3)cc2)CC(C)O1 (stereo not drawn),0.5%,5.7%,-5.6,-0.6%,13.2%[11.7 µM],21.7%,2.4%,22.5,2.8%,-0.1%,8.0%
Cc1cc(O)c(C(C)C)cc1NC1=NS(=O)(=O)c2ccccc21,-1.9%,7.4%,-19.4,-2.1%,-8.4%,-10.8%,0.4%,-9.0,-2.1%,-2.6%,?
O=S(=O)(c1ccc(Br)c2ccccc12)N1CCOCC1,6.7%,32.2%[activator],0.0,-18.1%,5.9%,-0.1%,0.0%,3.3,-0.2%,-0.1%,-3.4%
O=C(CN1C(=O)/C(=C\c2ccco2)SC1=S)Nc1ccc(O)cc1C(=O)O,2.6%,?,8.9,3.2%,.,.,0.7%,-1.1,6.1%,-0.6%,0.2%
O=C(c1ccc(=O)oc1)N1CCOCC1,22.9%,16.1%,3.0,-28.1%,0.1%,-2.0%,-0.3%,6.3,3.3%,-0.4%,9.0%
O=CN1CCN(C(=O)C(=O)c2cn(CC(=O)N3CCCCC3)c3ccccc23)CC1,2.8%,-12.6%,0.6,8.4%,-5.8%,-5.2%,-0.1%,7.3,4.9%,2.4%,-0.9%
COCCCNC(=S)N(CCCN(C)C)Cc1cc2cc3c(cc2[nH]c1=O)OCCO3,3.1%,5.0%,0.6,-5.0%,-11.9%,0.2%,-0.8%,-14.7,-0.6%,0.0%,-19.7%
CC[C@@H](C)CN1C(=O)N[C@@H](CCc2ccccc2)C(C(C)=O)=C1C,2.0%,-0.5%,-10.4,-2.1%,7.8%&-10.3%[11.7 µM],2.6%[11.5 µM],0.0%,3.0,-1.4%,2.4%,1.1%
Cc1nc2ccccc2c2nc(NC(=O)C(F)(F)F)nn12,0.4%,0.9%,-10.5,1.7%,-12.2%,-1.2%,0.7%,-6.9,1.3%,-4.9%,?
C=C(C)CSc1nc2sc3c(c2c(=O)n1-c1ccc(C)cc1)CCN(C)C3,3.1%,15.6%,-0.5,?,?,.,-18.0%,23.5,-0.1%,0.5%,-4.3%
COc1ccc(N/N=C(/C)c2cnnc(-c3ccccc3)n2)cc1,-7.7%,9.6%,10.9,-1.5%,?,0.5%,1.2%,0.3,1.4%,9.6%,?
Cc1cccc(N(C(=O)Cn2nnc(-c3ccc(C)o3)n2)C(C(=O)NC2CCCC2)c2ccncc2)c1 (stereo not drawn),-1.8%,0.2%,19.7,5.4%,-2.3%,.,-0.4%,-11.6,6.0%,0.0%,-1.7%
O=C1NC(c2ccc(Cl)cc2)Oc2ccccc21 (stereo not drawn),0.6%,-5.3%,5.6,-4.0%,11.0%,-10.0%,4.2%,-1.6,-2.7%,0.3%,1.3%
Cn1cc(/C=N/NC(=O)c2ccccc2O)c2ccccc21,4.9%,13.5%,4.9,-8.1%,?,-3.5%[11.5 µM],1.3%,3.4,4.1%,-2.6%,?
CC(=O)Nc1ccc(S(=O)(=O)NC2=C(N3CCN(C)CC3)C(=O)c3ccccc3C2=O)cc1,-0.3%,?,2.1,0.0%,-8.2%,.,7.3%,-7.4,5.3%,1.1%,1.2%
Cc1cccc(OCC(=O)N(Cc2ccc(F)cc2)C2CCS(=O)(=O)C2)c1C (stereo not drawn),-1.2%,2.0%,6.8,8.0%,-6.7%,-2.4%[0.46 µM],-2.2%,0.1,7.9%,23.6%,?
COc1cc(OC)c(C2=NOC(C(=O)NCc3cccnc3)C2)cc1Cl (stereo not drawn),-1.9%,2.6%,-8.0,-4.5%,15.3%,-2.8%,-0.1%,3.3,1.6%,-1.2%,-1.0%
CCCCc1noc(-c2c(-c3ccccc3Cl)noc2C)n1,-3.5%,5.0%,-0.9,-13.1%,-2.4%,-7.6%,2.0%,-7.2,4.3%,-4.1%,20.4%
C=CCNC(=O)c1onc(CSc2ccc(C(C)C)cc2)c1C(=O)O,24.0%,-7.4%,5.4,-3.8%,?,0.3%,-0.2%,-23.1,-0.7%,3.0%,23.3%
O=C1CCCCc2sc(Br)c([N+](=O)[O-])c2N1,2.1%,?,-3.3,3.9%,.,-1.3%,8.7%,-16.0,-2.7%,-19.2%,?
CSc1nsc(SCc2ccc(F)cc2)n1,-3.1%,-4.9%,5.3,-31.1%,9.3%,3.7%,-0.8%,-18.6,-0.6%,2.0%,9.5%
CCCCOc1cccc(C(=O)NC(=S)Nc2cccc(NC(=O)c3ccccc3Cl)c2)c1,-11.3%,.,-1.8,6.4%,-8.5%,-5.2%,0.0%,15.2,0.3%,5.2%,-6.7%
O=C(N/N=C/C=C/c1ccccc1)C1CC1c1ccccc1 (stereo not drawn),-9.8%,?,-0.1,-12.6%,7.7%,-21.0%,-1.0%,-5.8,-4.0%,7.6%,3.8%
Cc1cccnc1CCNC(=O)CCc1nnc(CCc2ccccc2)o1,-1.8%,-4.0%,4.1,4.9%,-27.7%,1.2%,-0.3%,-4.7,-2.1%,1.2%,0.1%
Cc1ccc(C(=O)C2=C(O)C(=O)N(CCN3CCOCC3)C2c2ccccn2)o1 (stereo not drawn),.,11.4%,.,2.6%,3.9%,0.3%,2.4%,13.3,1.6%,0.2%,11.4%
Cc1ccc(CNC(=O)C23CN(Cc4ccccc4)CC2C(c2cccc([N+](=O)[O-])c2)=NO3)cc1 (stereo not drawn),5.6%,16.6%,-7.5,13.8%,1.0%,-0.6%,-3.5%,-33.1,-1.4%,13.3%,9.5%
CC(C)c1ccc(/C=C/C(=O)N2CCOCC2)cc1,-0.3%,14.0%,-7.1,-0.6%,0.1%,-5.8%,1.1%,-4.4,-2.9%,-0.6%,?
COc1cccc(C(=O)CC(=O)C(=O)Nc2ccc([N+](=O)[O-])cc2C)c1,-7.3%,12.5%,-7.2,10.3%,-7.2%,.,-2.1%,5.7,-2.1%,16.9%,3.0%
CCc1cc2c(=O)c(-c3nc4ccccc4n3C)coc2c(CN2CCOCC2)c1O,10.2%,?,5.4,9.6%,-11.8%,5.2%,1.8%,-35.1,-0.3%,1.6%,?
Cc1ccc(-n2nc3c(=O)n(CCCC(=O)N4CCC(C)CC4)nc(C)c3c2C)cc1,-1.9%,-3.5%,-4.5,-7.8%,?,.,-1.5%,-11.4,-2.4%,5.8%,4.5%
CCN(CC)C(=O)N1CCN(c2c([N+](=O)[O-])c(=O)oc3ccccc23)CC1,1.8%,.,3.1,4.6%,.,.,0.1%,-0.4,.,-3.9%,-4.6%
Cc1ccc(N(CC(=O)Nc2ccc(Br)c(C)c2)S(=O)(=O)c2c(C)[nH]c(=O)[nH]c2=O)cc1,-7.1%,0.0%,-2.4,1.8%,.,.,1.3%,10.5,-2.4%,-11.8%,12.9%
O=C(CN1CCc2ccccc2C1)c1cccs1,2.2%,-5.6%,-3.7,11.1%,2.1%,0.0%,3.3%,4.2,7.6%,2.5%,1.7%
CC(C)C(=O)N1CCN(c2ccccc2NC(=O)c2cc([N+](=O)[O-])ccc2N2CCOCC2)CC1,-2.9%,?,2.3,-23.4%,4.5%,1.6%,-1.1%,-4.1,10.0%,5.2%,-0.1%
O=C1C2CCCCN2C(=O)N1CCN1CCN(c2ccc([N+](=O)[O-])cc2)CC1 (stereo not drawn),-4.5%,?,30.0,-22.8%,-0.6%,-6.6%,1.7%,-5.4,0.1%,1.7%,10.8%
COc1cc(/C=N/NC(=O)COc2c(C)cc([N+](=O)[O-])cc2C)ccc1OC(=O)c1ccccc1Br,-6.1%,0.1%,-2.2,-2.9%,-2.3%,-2.6%,3.0%,5.2,.,-0.4%,-0.9%
N#CC1=C(N)Oc2cc(N)ccc2C1C1CC=CCC1 (stereo not drawn),35.3%[activator],-8.1%,1.0,-20.4%,18.1%,26.8%,-0.1%,0.1,2.5%,7.2%,?
